UPR CHOP act – activators of apoptotic CHOP UPR arm, primary screen, cell-based, CHO-CHOP luciferase reporter, luminescence, uHTS; AID 449763, 2010; 330,000 compounds, 0.34% hits; activation, % at 10 µM; UPR activation; percent of tunicamycin response over DMSO baseline;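 active = at 10 µM dose, activation of 40% or more, normalized to positive control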;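 also: 100% = tunicamycin at 10 µg/mL and 0% = DMSO alone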
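assay system = CHO CHOP reporter cells | amount = 500 CHO-CHOP cells per well | buffer or medium = F12 with 10% FBS | incubation = 16-18 h cell attachment, then 6 h compound exposure, 37 °C | detection = luminescence read with Steady-Glo | read-out = percent activation relative to tunicamycin control | controls = tunicamycin high control, DMSO low control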
APJ antagonist – antagonists of human apelin receptor APJ, primary screen, CHO-K1 cells, beta-arrestin complementation, luminescence; P35414; inhibition, % at 20 µM; 330,000 compounds, 0.32% hits;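 active = inhibition above about 40% at 20 µM, limit read from the data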;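 also: cells challenged with 10 nM apelin-13 agonist together with compound; plate controls were apelin-13 plus DMSO wells for no effect and DMSO wells lacking apelin-13 for full effect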
697 NFkB inh – inhibitors of PMA/ionomycin-induced NF-kB reporter, 697 cells, primary screen, B-cell NF-kB inhibitor project, cell-based, luminescence, uHTS; 697 B-cell NF-kB luciferase reporter, 16 h; inhibition, % at 4 µM; 330,000 compounds, 0.33% hits; AID 435022, 2010; in the data active = inhibition above about 35%
Mdm2-MdmX inh – inhibitors of human Mdm2-MdmX association, primary screen, cell-based, luminescence, split luciferase, SaOS-2, uHTS; Protein Mdm4 (Homo sapiens) + E3 ubiquitin-protein ligase Mdm2 (Homo sapiens), …; SaOS-2 split-luciferase Mdm2/MdmX complementation; inhibition, % at 8 µM; 330,000 compounds, 3% hits; AID 485346, 2010;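 active = inhibition of at least 50% at 8 µM in the primary screen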
Target sequence (O15151 whole entry, looked up): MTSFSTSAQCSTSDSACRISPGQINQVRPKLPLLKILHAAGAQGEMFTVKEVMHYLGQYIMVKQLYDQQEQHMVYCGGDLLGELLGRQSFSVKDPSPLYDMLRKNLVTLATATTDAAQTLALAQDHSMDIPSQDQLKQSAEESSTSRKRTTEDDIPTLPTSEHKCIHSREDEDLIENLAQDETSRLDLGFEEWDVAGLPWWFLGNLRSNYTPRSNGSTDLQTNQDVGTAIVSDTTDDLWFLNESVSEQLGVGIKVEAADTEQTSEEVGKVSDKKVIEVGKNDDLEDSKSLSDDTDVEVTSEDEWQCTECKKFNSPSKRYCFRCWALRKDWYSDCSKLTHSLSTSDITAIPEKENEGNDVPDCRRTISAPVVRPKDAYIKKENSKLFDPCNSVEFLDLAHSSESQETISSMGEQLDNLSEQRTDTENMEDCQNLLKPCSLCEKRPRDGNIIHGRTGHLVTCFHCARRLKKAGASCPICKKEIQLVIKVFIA
Target sequence (Q00987 whole entry, looked up): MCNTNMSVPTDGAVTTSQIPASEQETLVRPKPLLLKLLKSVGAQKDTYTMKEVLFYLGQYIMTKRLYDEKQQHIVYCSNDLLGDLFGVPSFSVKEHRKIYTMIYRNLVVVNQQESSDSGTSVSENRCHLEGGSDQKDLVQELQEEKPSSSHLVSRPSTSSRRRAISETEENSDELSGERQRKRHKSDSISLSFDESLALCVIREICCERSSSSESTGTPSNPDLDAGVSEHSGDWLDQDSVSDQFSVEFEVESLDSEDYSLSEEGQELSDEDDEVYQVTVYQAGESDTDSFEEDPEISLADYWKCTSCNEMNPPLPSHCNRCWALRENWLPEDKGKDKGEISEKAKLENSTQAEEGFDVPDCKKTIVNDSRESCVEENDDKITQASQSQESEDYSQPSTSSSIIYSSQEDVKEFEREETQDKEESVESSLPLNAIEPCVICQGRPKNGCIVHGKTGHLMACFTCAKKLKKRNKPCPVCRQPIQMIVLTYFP
APJ agonist – agonists of human apelin receptor APJ, primary screen, CHO-K1 cells, PathHunter beta-arrestin, luminescence. P35414. 0% DMSO wells, 100% apelin. activation, % at 20 µM. 330,000 compounds, 0.11% hits. AID 2520, 2010;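 active = activation more than six SD over the plate average, tested at 20 µM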;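 also: 0% = DMSO alone and 100% = apelin-13 at 10 nM; some results filed as inactive read as strong as hits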
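Assay system: CHO-K1 cells stably expressing ProLink-tagged human APJ and arrestin–beta-gal acceptor. Compound dosing: 20 µM single point, 1% DMSO. Times: 16-18 h seeding, 90 min dark compound exposure, 60 min detection. Detection: beta-gal luminescence. Evaluation: APJ–arrestin association signal. Controls: negative DMSO alone, positive Apelin-13 at 10 nM.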
XBP1 UPR activ – activators of adaptive XBP1 UPR arm, primary screen, cell-based, CHO-XBP1 luciferase reporter, luminescence, uHTS. IRE1-XBP1 UPR activation; percent of tunicamycin response, DMSO as zero. activation, % at 20 µM. 330,000 compounds, 0.33% hits. AID 463104, 2010;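 active = versus positive control, 20 µM dose yields 30% or more activation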;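 also: 100% = tunicamycin at 10 µg/mL and 0% = DMSO only wells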
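Assay system: CHO-XBP1 luciferase reporter cells; Schedule: 6 h treatment, 37 °C; Detection: glow luminescence from Steady-Glo reagent; Benchmarks: high control tunicamycin 10 µg/mL final, low control DMSO vehicle only.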
Jurkat NFkB inh – inhibitors of induced NF-kB luciferase reporter, primary screen, TCR NF-kB activation inhibitor project, cell-based, luminescence, uHTS | Jurkat, PMA/ionomycin-induced NF-kB luciferase reporter | inhibition, % at 4 µM | 330,000 compounds, 0.53% hits; in the data active = inhibition above about 50%
tim23-1 inh – growth inhibitors of tim23-1 mutant yeast, primary screen, luminescence, uHTS; inhibition, % at 20 µM; S. cerevisiae tim23-1 growth, BacTiter-Glo luminescence, 24 h; 330,000 compounds, 1.3% hits;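 active = growth inhibition of the mutant yeast at or above 50%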;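 also: temperature-sensitive mutant grown at 25 °C; plate controls were DMSO-treated mutant yeast for no effect and medium wells lacking yeast for full effect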
* = called active by the depositor. Rows were taken by chance. About 5% of those tested had a hit in this group.

SMILES	UPR CHOP act	APJ antagonist	697 NFkB inh	Mdm2-MdmX inh	APJ agonist	XBP1 UPR activ	Jurkat NFkB inh	tim23-1 inh
CN1CC(=O)N(CC(=O)N2N=C(c3ccc(Cl)cc3)CC2c2ccco2)C1=O (stereo not drawn)	0.1	-25	25	19	-1	0	13	22
CCOCC(=O)Nc1cc(C(=O)NCCC(C)C)ccc1Cl	0.3	-4	-2	8	0	-1	-4	6
CCOC(=O)N1CCC(NC(=O)C2CCN(C(=O)N3CC(C)Oc4ccccc43)CC2)CC1 (stereo not drawn)	-0.7	-14	-14	-9	4	0	-32	17
COCCNC(=O)c1ccc(CS(=O)(=O)c2c(Cl)cccc2Cl)o1	0.1	5	7	9	-2	-1	-1	13
COc1cccc(/C=c2/s/c(=C(\C#N)C(=O)N3CCOCC3)n(-c3ccccc3)c2=O)c1	-1.0	8	-9	18	0	1	-5	21
COc1ccc([C@H]2CC(=O)C=C(c3ccc(C)c(F)c3)C2)cc1	3.0	4	-1	-29	-4	0	7	31
Cc1cccc(NC(=O)CNC(=O)CNC(=O)Cc2ccccc2)c1	-0.6	-3	1	-12	2	-4	-18	-12
CC(C)CC1CC(=O)OC1(C)C(=O)CSc1nc2ccccc2s1 (stereo not drawn)	3.6	5	-17	14	0	-1	-25	32
O=C(CCN1C(=O)C2C3C=CC(C3)C2C1=O)Nc1ccc2ncccc2c1 (stereo not drawn)	-0.4	-14	13	9	-2	5	-27	-7
CN(C)C(=O)c1ccc(NC(=O)COc2cccc3c2OC(C)(C)C3)cc1	-1.2	16	-4	11	-3	1	-9	26
Cc1ccc(-c2nc3ncccc3o2)cc1NC(=O)c1sc2ccccc2c1Cl	0.7	-3	-11	83*	-6	30	-3	-30
CN(C)C(=O)c1ccc(-n2cccn2)nc1	0.3	6	12	10	-3	-1	-3	1
CN(Cc1cccs1)C(=O)c1cc(S(=O)(=O)N2CCOCC2)ccc1N1CCCC1	1.1	9	-10	-11	-4	2	-9	14
COc1cc(-c2nc3ccccn3c2NCc2ccccc2)ccc1SC1CCCCC1	7.7	-4	-10	67*	-7	-1	-9	37
COc1ccc(C(=O)N/N=C2/SCC(=O)N2Cc2ccc3c(c2)OCO3)cc1OC	-1.3	7	6	27	-5	0	1	-2
CCC(=O)c1ccc(OCC(O)CN2CCOCC2)cc1 (stereo not drawn)	-1.7	9	9	14	-2	0	9	1
Cc1ccc(S(=O)(=O)NC2c3cccc4cccc(c34)C2Sc2nncn2C)cc1 (stereo not drawn)	0.5	-3	-6	-14	-2	-2	-11	11
CC(=O)N1CCC2(CC1)C(C#N)=C(N)Oc1c2sc2nc(C)cc(C)c12	2.1	9	18	27	0	3	0	-1
Cc1ccc(-n2nc(C(=O)O)cc2-c2ccccc2)cc1	1.4	0	12	5	-4	0	4	-3
COc1ccc(C2CC(C(F)(F)F)n3ncc(C(=O)O)c3N2)cc1OC (stereo not drawn)	-0.7	8	10	1	0	1	-5	-8
O=C(CS(=O)(=O)c1ccc(F)cc1)Nc1nnc(-c2ccccc2Cl)o1	-0.9	12	13	11	-4	1	-1	-6
CCN1CCN(C(=O)CN2C(=O)COc3ccc(C)cc32)CC1	-1.9	-13	19	-12	-2	-6	6	-4
CCN1C(=NCc2cc(OC)c(OC)c(OC)c2)N[C@@H](c2ccccc2)C(C(=O)OC)=C1C	2.1	4	13	20	-4	-2	9	11
COc1ccc(NC(=O)c2cnc(NS(=O)(=O)c3ccccc3)nc2)cc1	3.9	-22	-4	24	-2	0	2	8

Record cards, from the list above.
Cc1ccc(-n2nc(C(=O)O)cc2-c2ccccc2)cc1 as listed: UPR CHOP act = 1.4; APJ antagonist = 0; 697 NFkB inh = 12; Mdm2-MdmX inh = 5; APJ agonist = -4; XBP1 UPR activ = 0; Jurkat NFkB inh = 4; tim23-1 inh = -3
CCN1C(=NCc2cc(OC)c(OC)c(OC)c2)N[C@@H](c2ccccc2)C(C(=O)OC)=C1C as listed: UPR CHOP act = 2.1; APJ antagonist = 4; 697 NFkB inh = 13; Mdm2-MdmX inh = 20; APJ agonist = -4; XBP1 UPR activ = -2; Jurkat NFkB inh = 9; tim23-1 inh = 11

(listing goes on)
SMILES	UPR CHOP act	APJ antagonist	697 NFkB inh	Mdm2-MdmX inh	APJ agonist	XBP1 UPR activ	Jurkat NFkB inh	tim23-1 inh
C#CCN1C(=O)S/C(=C\c2cc3c(cc2OC)OCO3)C1=O	3.3	16	22	12	-2	-1	-5	19
C/C(=N/NS(=O)(=O)c1cccc([N+](=O)[O-])c1)c1ccncc1	2.8	21	10	5	7	-2	5	10
COc1ccc(NS(=O)(=O)c2ccc(N3CCCC3)c(NC(=S)Nc3cccc(S(=O)(=O)N(C)C)c3)c2)cc1	1.3	15	21	0	-1	-1	-6	52*
O=C(Cc1cccs1)NCc1ccc(Cl)cc1Cl	0.9	2	-37	-88	0	0	-29	21
COc1ccc(NC(=O)CCN2C(=O)c3ccncc3C2=O)cc1OC	1.6	10	12	22	-2	-2	6	-1
O=C(OCC(=O)N1CCN(C(=O)c2ccco2)CC1)c1ccc(Cl)nc1	1.7	9	-14	-30	-1	1	3	12
OC(CN=c1sc2ccccc2n1CC(O)COc1ccccc1)COc1ccccc1 (stereo not drawn)	0.3	-18	-13	33	-1	4	6	26
O=[N+]([O-])c1ccc(Oc2cccc3cccnc23)c(Cl)c1	0.8	20	11	-10	0	-5	5	39
Cn1c(=O)oc2cc(S(=O)(=O)Nc3cccc([N+](=O)[O-])c3)ccc21	-0.3	18	16	9	-3	1	3	-5
CN(C)c1ccc(/C=C(/C#N)C(=O)NCc2ccccc2)o1	2.0	1	-25	-35	-6	4	-28	20
O=C(COC(=O)/C=C/c1nc2ccccc2s1)Nc1ccccc1Oc1ccccc1	3.5	-15	-64	17	1	0	16	22
NS(=O)(=O)CCCc1ccccc1	-2.2	-1	8	2	2	-1	-1	-12

Structural class, the entries above containing an aryl thioether with sulfur outside any ring
SMILES	UPR CHOP act	APJ antagonist	697 NFkB inh	Mdm2-MdmX inh	APJ agonist	XBP1 UPR activ	Jurkat NFkB inh	tim23-1 inh
CC(C)CC1CC(=O)OC1(C)C(=O)CSc1nc2ccccc2s1 (stereo not drawn)	3.6	5	-17	14	0	-1	-25	32
COc1cc(-c2nc3ccccn3c2NCc2ccccc2)ccc1SC1CCCCC1	7.7	-4	-10	67*	-7	-1	-9	37
Cc1ccc(S(=O)(=O)NC2c3cccc4cccc(c34)C2Sc2nncn2C)cc1 (stereo not drawn)	0.5	-3	-6	-14	-2	-2	-11	11

More records follow.
SMILES	UPR CHOP act	APJ antagonist	697 NFkB inh	Mdm2-MdmX inh	APJ agonist	XBP1 UPR activ	Jurkat NFkB inh	tim23-1 inh
CN(C)CCNC(=O)c1ccc2c(=O)n(Cc3ccc(Cl)cc3)c(=S)[nH]c2c1	2.4	0	-18	40	0	-5	-21	26
O=C1CCC/C(=N\NC(=O)c2ccc(CSc3cccc4cccnc34)cc2)C1	-1.4	12	5	7	-2	1	6	-3
C/C(=N\NC(=O)c1nnn(-c2nonc2N)c1C)c1ccc(-c2ccccc2)cc1	-1.8	8	-26	0	-4	2	1	-19
Cc1ccc(-c2nnc3n2N=C(c2ccc(Br)cc2)CS3)cc1	0.1	-40	30	14	-1	29	13	24
Cc1onc(-c2ccccc2)c1C(=O)N1CCCc2ccccc21	0.4	12	17	20	-5	-4	5	19
COc1ccccc1N1CC(C(=O)Nc2nnc(SCC(=O)NCC3CCCO3)s2)CC1=O (stereo not drawn)	0.7	13	4	-7	2	-1	4	14
CC(C)(C)C(=O)N1CCC(O)(CS(=O)(=O)c2ccc(Cl)c(Cl)c2)CC1	1.7	-11	12	3	-3	-2	1	-1
COc1ccc(C(=O)O/N=C2\CCCc3nonc32)cc1	-1.3	2	17	17	-3	-3	12	8
CCC(C)(C)NC(=O)CN(C(=O)c1snc(C(N)=O)c1N)c1ccc(OC)c(OC)c1	-1.8	-6	-6	-21	-4	5	-10	26
O=C(Nc1ccc(S(=O)(=O)N2CCCC2)cc1)c1cccnc1	1.2	-9	12	18	-2	3	1	19
CCCNC(=O)COc1ccc(-c2nn(C)c(=O)c3ccccc23)cc1	1.5	17	-28	7	0	2	-7	14
COc1ccc2cc(C(=O)N3CCN(C)CC3)[nH]c2c1	5.9	-2	-35	2	-1	-4	-48	-12
O=C(CN1CCN(c2ccc(Cl)cc2[N+](=O)[O-])CC1)N1CCOCC1	-0.8	-2	-14	-28	3	-2	7	6
COC(=O)[C@@H](NC(=O)N1CCC(Cc2ccccc2)CC1)C(C)C	0.5	-6	10	25	-1	-2	-5	5
CC(=O)C1=C(C)Nc2ncnn2C1c1ccc(F)cc1 (stereo not drawn)	1.9	8	6	-2	1	-5	3	5
CCCC(=O)OC1CCS(=O)(=O)c2sccc21 (stereo not drawn)	-0.6	-11	8	29	-3	0	6	12
COc1ccc(/C=C/C(=O)Oc2ccc(/C=N/NC(=O)COc3c(C)cccc3C)cc2)cc1	2.0	8	-3	37	0	14	14	-4
CCCCS(=O)(=O)N1CCCC(C(=O)NCC2CCCO2)C1 (stereo not drawn)	2.7	16	12	3	0	-4	-8	-18
Cc1nn(-c2cccc(C(=O)O)c2)c(C)c1[N+](=O)[O-]	-0.9	18	4	-3	0	-5	-20	5
CCC(C(=O)Nc1ccc(C(=O)Nc2ccccc2C(=O)O)cc1)c1ccccc1 (stereo not drawn)	3.1	3	14	-6	-4	-2	24	9
O=S(=O)(NCCN1CCCC1)c1ccc(Cl)cc1	-1.5	-4	7	-4	-3	-1	-18	9
CCOc1ccc(C(=O)Nc2cc(OC)ccc2OC)cc1	2.3	-35	-32	-6	-2	0	-23	27
CCCCCCc1ccc(N2C[C@H](CCCCC)[C@@H](CC(=O)NCc3ccc(OC)cc3)C2=O)cc1	1.7	-45	-7	23	-5	4	32	5
Cc1ccc(Cl)cc1NC(=O)Cn1cc(C(F)(F)F)cc(Cl)c1=O	-0.9	4	0	-9	-2	-4	7	2
Cc1cc(SCC(=O)OCC(=O)N2CCCC2=O)c(C)cc1Br	0.9	13	13	-15	-1	0	-20	17
CCc1nnc(NC(=O)CSc2nc(-c3ccc(OC)cc3)ns2)s1	-1.5	9	3	6	5	2	-39	3
O=C(c1nn2c(C(F)(F)F)cc(-c3ccc(F)cc3)nc2c1Cl)N1CCOCC1	1.5	7	7	-5	-3	1	-4	16
CCCNNC(=O)C(O)(c1ccccc1)c1ccccc1	-1.2	-14	-5	-3	-3	1	-4	10
Cc1cc(Cl)ccc1OCC(=O)OCC(=O)NC1CCS(=O)(=O)C1 (stereo not drawn)	2.3	-3	0	8	2	-1	-6	8
NC(N)=Nc1nc2cc([N+](=O)[O-])ccc2o1	0.9	-10	6	18	-1	3	2	-2
Cc1ccc(S(=O)(=O)N2CCC(C(=O)Nc3ccccc3N3CCCC3)CC2)c(C)c1	1.3	6	-17	-28	1	-1	3	9
COc1ccc(CN2CCN(CCCc3ccccc3)C(CCO)C2)c(O)c1 (stereo not drawn)	0.2	10	1	9	-3	-5	-2	-2
O=C(Nc1nccs1)c1cc(-c2ccncc2)nc2ccccc12	0.4	-22	-2	0	1	2	-2	9
Cc1cccc(N/C=C(\[N+](=O)[O-])S(=O)(=O)c2ccccc2)c1C	-0.8	4	8	-13	-2	5	5	8
